# Compound activity deposited in PubChem BioAssay by several laboratories.
# M1 antagonist – antagonists of rat M1 muscarinic receptor; B-score at 10 µM; AID 628, 2007; 3.4% of 64,000 active; CHO-M1 cells, Fluo-4 calcium, ACh EC80 antagonist mode; stronger effect = lower value; Muscarinic acetylcholine receptor M1 (Rattus norvegicus), P08482;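 active = calcium fluorescence response, raw or row-and-column corrected B-score, differing from the plate sample mean either way at a set confidence level, mostly lower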
# Jurkat viability – cytotoxicity toward Jurkat T cells, primary screen, cytotoxicity control, cell-based, Jurkat E6.1, 60K MLSMR library; Jurkat E6.1 viability, ATP luminescence, 48 h; inhibition, % at 4 µM; 1.2% of 56,000 active; AID 463, 2006;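 active = inhibition above the mean inhibition of all tested compounds plus 3 SD, cut at about 28% in these data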
# Ecoli tolC – growth inhibitors of E. coli tolC mutant, primary screen, strain BW25113 ΔtolC::kan, 384-well; growth inhibition, % at 10 µM (by protocol); 2.2% of 65,000 active; OD615;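 active = growth inhibition at or above a cutoff equal to the mean over every tested compound plus 3 SD, cut at about 60% in these data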;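 note: growth measured after 20 h incubation at 37 °C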
#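 signal = optical density read at 615 nm | test system = E. coli ΔtolC::kan strain BW25113 | timing = 20 h compound exposure of bacteria at 37 °C | buffer or medium = LB medium plus 50 µg/mL kanamycin | compound dosing = 10 µM final, single dose | evaluation = % inhibition of E. coli growth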
# SF-1 act – activators of human SF-1, primary screen, cell-based, CHO-K1, Gal4-SF-1 LBD, luciferase luminescence | 1.9% of 65,000 active | AID 522, 2006 | Steroidogenic factor 1 (Homo sapiens), Q13285 | activation, % at 10 µM | CHO-K1 Gal4-SF-1 LBD luciferase reporter; % increase over DMSO SF-1-specific signal;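 active = activation above the mean activation of all tested compounds plus 3 SD, cut at about 50% in these data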
# Target sequence (Q13285 whole entry, looked up, the tested form may be a part): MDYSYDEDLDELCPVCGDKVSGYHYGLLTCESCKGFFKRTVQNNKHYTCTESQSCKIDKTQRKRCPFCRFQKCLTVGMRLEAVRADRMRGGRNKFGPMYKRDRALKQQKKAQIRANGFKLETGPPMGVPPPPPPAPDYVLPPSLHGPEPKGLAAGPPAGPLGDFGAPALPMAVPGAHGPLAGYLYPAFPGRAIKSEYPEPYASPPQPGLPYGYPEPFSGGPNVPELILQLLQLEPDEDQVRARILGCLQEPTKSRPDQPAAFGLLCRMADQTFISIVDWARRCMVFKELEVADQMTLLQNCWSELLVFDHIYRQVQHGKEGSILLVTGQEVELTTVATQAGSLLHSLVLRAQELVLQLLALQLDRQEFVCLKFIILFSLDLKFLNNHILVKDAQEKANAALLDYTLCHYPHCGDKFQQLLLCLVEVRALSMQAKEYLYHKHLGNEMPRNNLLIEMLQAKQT
#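 Material: Transient Gal4-SF-1 LBD reporter, CHO-K1 | Input: 4,000 cells/well | Dosing: One dose, 10 µM compound, 1% DMSO | Incubation: 20 h compound treatment, 37 °C | Detection: SteadyLite luciferase luminescence | Evaluation: Percent activation relative to DMSO median and mock-transfected background | Benchmarks: DMSO-treated SF-1-transfected cells as negative, DMSO-treated mock-transfected cells lacking SF-1 as background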
# D1 allo mod – D1 CRE-luciferase signal change, two-sided – cell-based, HEK293 D1, dopamine EC30, D1 allosteric modulator project, primary screen; D(1A) dopamine receptor (Homo sapiens), P21728; dopamine EC30 potentiation; actives deviate in either direction; B-score at 10 µM; 5.9% of 58,000 active;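 active = luminescence count or its row- and column-corrected plate score outside the 99.7% band of the plate's sample wells, on either side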
# NADH enzymes – inhibitors of PK/LDH coupling enzymes, profiling panel, artefact control, biochemical, MLSMR library | AID 774, 2007 | coupled PK/LDH NADH assays, four targets | 0.02% of 65,000 active | IC50, µM (titrated, usually from 10 µM), for inactives: at the top dose inhibition;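 active = single-dose screening hits from any of four coupled enzyme assays that gave an IC50 when retested across doses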;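 note: the DPM-DC format reads NADH fluorescence rather than 340 nm absorbance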
# M1 agonist – M1 muscarinic receptor agonists, primary screen, CHO-M1 cells, Fluo-4 calcium, agonist mode. Muscarinic acetylcholine receptor M1. Fluo-4 calcium fluorescence; stronger effect = higher value. B-score at 10 µM. 3% of 64,000 active;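 active = fluorescence rise, raw or as B-score row- and column-corrected plate score, outside the 99.7% band of its plate's samples, either direction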
# TNAP act DEA – human TNAP enzyme activators, primary screen, biochemical, luminescent, intermediate phosphate acceptor level. Alkaline phosphatase, tissue-nonspecific isozyme (Homo sapiens), P05186. purified TNAP, CDP-star luminescence, 100 mM DEA, 30 min; stronger effect = higher value; scale: 0 levamisole-inhibited, 1 vehicle-only enzyme. activation factor at 20 µM. 64,000 tested, under 10 active. AID 813, 2007;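 active = activation factor of at least 2 at 20 µM, relative to controls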
# Target sequence (P05186 whole entry, looked up): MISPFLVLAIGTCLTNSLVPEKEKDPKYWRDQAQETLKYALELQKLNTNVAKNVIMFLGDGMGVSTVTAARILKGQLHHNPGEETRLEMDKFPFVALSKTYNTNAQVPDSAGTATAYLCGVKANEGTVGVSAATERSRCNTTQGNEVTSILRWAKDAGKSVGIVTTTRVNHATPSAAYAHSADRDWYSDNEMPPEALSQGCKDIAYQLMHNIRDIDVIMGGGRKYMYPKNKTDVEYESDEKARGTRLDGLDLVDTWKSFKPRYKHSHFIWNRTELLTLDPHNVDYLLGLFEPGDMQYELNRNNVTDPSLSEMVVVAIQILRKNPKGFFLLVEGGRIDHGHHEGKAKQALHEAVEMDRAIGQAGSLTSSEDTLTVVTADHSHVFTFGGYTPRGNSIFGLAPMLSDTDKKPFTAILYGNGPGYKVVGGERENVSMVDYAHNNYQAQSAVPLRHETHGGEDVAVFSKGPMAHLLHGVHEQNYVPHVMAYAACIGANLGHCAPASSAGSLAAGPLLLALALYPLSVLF
# HEK293 NFkB inh – inhibitors of PMA/ionomycin-induced NF-kB reporter, primary screen, antigen receptor NF-kB inhibitor project, cell-based, HEK-293 luciferase reporter, luminescence | HEK-293 NF-kB luciferase reporter | 0.21% of 62,000 active | inhibition, % at 3 µM;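 active = inhibition above the mean of all tested compounds plus 3 SD, cut at about 40% in these data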;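 note: 0% = stimulated DMSO wells and 100% = 10 µM reference inhibitor 5653914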
#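 Reagent: PMA plus ionomycin mix as NF-kB-activating stimulus. Assay system: NF-kB luciferase reporter HEK-293 cells. Technique: luminescence from luciferase substrate reagent. Incubation: 1 h compound pre-incubation, 16 h PMA/ionomycin at 37 °C. Benchmarks: DMSO only as uninhibited control, 10 µM reference inhibitor as full inhibition. Repeats: tested once.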
# * marks the source's active call; other numbers are inactive results; nt = no result given; [ ] = dose if it differs, or a comment.
smiles,M1 antagonist,Jurkat viability,Ecoli tolC,SF-1 act,D1 allo mod,NADH enzymes,M1 agonist,TNAP act DEA,HEK293 NFkB inh
Cc1nc(Nc2ccc(F)cc2)[nH]c(=O)c1CCC(C)C,-0.92,7,31,-21,0.33,5%,1.5,0.8,-1
O=C(Nc1nc2c(s1)CCCC2=O)c1cnccn1,-0.23,-2,-18,41,-0.47,7%,-0.56,0.9,-20
O=C(NCc1cccnc1)c1cccc2c1C(=O)N(C1CCCCC1)C2,nt,-2,1,2,21*,6%,nt,0.9,12
CCCCCn1c(CCNC(=O)CCC)nc2ccccc21,0.029,3,2,7,-0.82,3%,-0.27,0.9,14
Cn1cccc1Cc1nnc(SCC(=O)Nc2ccccc2F)n1-c1ccc(F)cc1,0.075,-2,6,13,0.88,2%,-0.014,0.9,15
Cc1nc2cc(C(=O)O)ccc2n1-c1ccc(F)cc1F,-1.4,6,-7,7,-0.0027,2%,-0.86,0.8,20
O=C(NCc1ccccc1)C1CCN(C(=O)NCc2ccccc2)CC1,0.054,nt,-20,-6,0.18,7%,-0.88,1,25
NC(=O)CN1C(=O)C(O)(CC(=O)c2ccccc2O)c2ccccc21 (configuration not stated),0.32,4,-3,5,-0.085,2%,0.039,0.9,13
O=P(/C(=N/O)Sc1ccccc1)(N1CCOCC1)N1CCOCC1,0.23,-5,-16,-10,0.59,10%,0.55,0.9,17
O=C(O)C1C(c2ccccc2)C(C(=O)N2CCOCC2)C1c1ccccc1 (configuration not stated),-0.52,-3,-39,-6,nt,6%,-1.2,0.9,29
CC1(C)CC(NC(=O)C23CCC(C)(/C(=N/O)C2)C3(C)C)CC(C)(C)N1 (configuration not stated),-0.37,nt,1,-6,nt,4%,-0.7,1,nt
CC(C)(C)c1nc(SCC(=O)NCc2ccco2)c2ccccc2n1,-0.32,8,52,-28,-1.1,3%,0.9,0.8,7
Cc1ccc(C2(C)NC(=O)N(CC(=O)NC(=O)NC3CCCC3)C2=O)cc1 (configuration not stated),-0.36,5,14,-7,-0.043,1%,-0.34,0.9,6
CC(=O)Nc1nc2n(n1)C(c1ccc(Cl)cc1)C=C(C)N2 (configuration not stated),1.9*,6,-11,0,-0.19,10%[fluoresces],1.1,0.9,-4
CCCn1c(CN2CCN(C(=O)OCC)CC2)nc2c1c(=O)n(C)c(=O)n2C,1,12,-7,-18,nt,2%,-0.14,1,7

smiles,M1 antagonist,Jurkat viability,Ecoli tolC,SF-1 act,D1 allo mod,NADH enzymes,M1 agonist,TNAP act DEA,HEK293 NFkB inh
COc1cc([C@@H]2[C@H]3CN(C)CC=C3C(C#N)=C(N)C2(C#N)C#N)cc2c1OCO2,0.21,nt,16,-29,nt,1%,6.6*,0.9,nt
CC(C)n1nnnc1SCC(=O)NCc1cccs1,1.4,0,0,4,-0.62,4%,-0.35,0.9,12
CCC(Sc1ccc(C(=O)O)cc1)C(=O)O (configuration not stated),-0.36,3,6,10,0.075,4%,-0.064,0.8,14
COC(=O)c1ccc(CSc2nc(N3CCOCC3)c3c(c2C#N)CC(C)(C)OC3)o1,-0.68,nt,10,-19,nt,3%,0.066,0.8,nt
CCOc1ccc(C2=Nn3c(nnc3-c3ccc(OC)cc3)SC2)cc1,1.4,62*,-3,22,7.8*,10%,-0.12,0.9,23
CC(CCO)Nc1nc2c(c(=O)n(C)c(=O)n2C)n1Cc1cccc(Br)c1 (configuration not stated),nt,-2,-17,-4,0.98,7%,nt,1,16
CC(C)CN(CC(C)C)S(=O)(=O)N1CCC(C(=O)NCc2cccs2)CC1,0.34,-10,9,9,0.64,8%,-0.22,0.9,-3
CN(CCc1ccccn1)C(=O)CCNC(=O)Cn1cnc2ccccc2c1=O,0.31,-4,-4,-11,-0.41,2%,-0.055,0.9,0
Oc1c(CN2CCCCC2)cc(Br)c2cccnc12,-0.14,49*,100*,-69,0.39,2%,-1,0.5,19
CC1CCCCN1C(=O)Cc1ccc(F)cc1 (configuration not stated),-0.077,nt,3,-14,0.51,1%,0.21,0.8,7
CCC1CCCCN1C(=O)COC(=O)c1ccc(S(=O)(=O)N2CCOCC2)cc1 (configuration not stated),-0.55,14,4,6,nt,2%,-0.7,1,20
O=C(NCCN1C(=O)C2C3C=CC(C3)C2C1=O)Nc1ccccn1 (configuration not stated),-0.03,2,-11,8,-0.39,2%,0.11,0.9,7
Cc1cc(C)c2[nH]c(=O)c(CN(C(=O)C3CCCO3)C3CCCC3)cc2c1 (configuration not stated),-0.0071,3,-15,-12,0.49,7%,-0.2,0.9,9
Cn1c(CCN2CCCCC2)nc2cc(NC(=O)Nc3ccccc3)ccc21,-4.4*,-4,-10,16,0.027,3%,0.4,1.2,4
O=C(Nc1cccnc1)c1ccc(Br)s1,-0.23,-1,29,0,2.2,0%,0,0.9,-6

smiles,M1 antagonist,Jurkat viability,Ecoli tolC,SF-1 act,D1 allo mod,NADH enzymes,M1 agonist,TNAP act DEA,HEK293 NFkB inh
Cc1ccccc1CN1CCNC1=O,-0.17,-6,-9,-12,-0.09,6%,0.26,0.8,15
COCCN(C(=O)Cc1cccs1)c1nnc(-c2cccnc2)s1,0.043,5,-14,27,1.8,5%,-0.25,1,15
CCC(=O)Oc1oc(-c2ccccc2)nc1C=Nc1ccccc1OC,-0.055,nt,4,-7,nt,4%,-0.48,0.9,nt
CCOc1ccc(Cl)cc1S(=O)(=O)N1CCN(c2ccc(F)cc2)CC1,-0.56,14,40,8,0.11,2%,0.57,0.9,15
CCOC(=O)C1CCN(C(c2ccc(OC)c(OC)c2)c2sc3nc(C)nn3c2O)CC1 (configuration not stated),-0.00019,-2,4,27,nt,7%,-0.0038,0.9,14
COc1cccc(NC(=O)CSc2nc(N)cc(N)n2)c1,0.0036,-2,-1,12,-0.053,7%,-0.61,0.9,-6
CCN1CCN(CCCOc2ccc(-c3ccccc3)cc2)CC1,-3.5*,-2,10,33,-0.27,3%,-0.72,0.9,-4
CC1=C(C(=O)N2CCOCC2)C(c2ccccc2F)C2=C(CC(C)(C)CC2=O)N1 (configuration not stated),0.0015,7,-34,-10,-0.8,4%[fluoresces],-0.91,0.9,22
COc1ccc(OC)c(NC(=O)Cn2cnc3c(cnn3-c3ccccc3)c2=O)c1,-0.031,3,24,-4,0.15,3%,-1.9,0.9,22
N/C(CCN1CCCCC1)=N/O,0.44,nt,-7,-6,-0.0054,5%,-0.46,0.9,nt
Cc1[nH]c2ccccc2c1C(=O)CN1CCC(C(N)=O)(N2CCCCC2)CC1,-0.79,nt,-4,-13,nt,2%,-0.82,1,16
Nc1c(C(=O)NCc2ccco2)nnn1Cc1ccccc1,0.12,nt,-8,-1,-0.49,10%,-0.061,0.9,10
COc1ccc(OC(C)C(=O)N2CCN(c3ccccn3)CC2)cc1 (configuration not stated),0.082,-5,-3,-2,-0.14,5%,-0.43,0.8,4
COc1ccc(Cc2nnc(SCC(=O)N3CCN(c4ccccc4)CC3)o2)cc1,-0.0076,-4,-9,-11,0.67,1%,-1.5,1,12
Cn1c(=O)c2c(nc(SCC(=O)NCc3ccc4c(c3)OCO4)n2Cc2ccccc2)n(C)c1=O,0.27,-2,-16,-9,1.4,2%,-0.006,1,14

smiles,M1 antagonist,Jurkat viability,Ecoli tolC,SF-1 act,D1 allo mod,NADH enzymes,M1 agonist,TNAP act DEA,HEK293 NFkB inh
O=C(CCN1CCN(CCC(=O)c2ccccc2)CC1)c1ccccc1,0.31,0,0,-15,-1.7,5%,-1.1,0.9,9
CC(=O)Cn1c(N2CCC(Cc3ccccc3)CC2)nc2c1c(=O)[nH]c(=O)n2C,0.13,3,7,-9,0.84,7%,0.15,1,13
Cn1c(SCc2ccc(C#N)cc2)nnc1-c1ccccc1,-1.4,-10,nt,-11,0.48,10%,-0.052,0.9,3
COCCCn1c(SCC(=O)N2CC(=O)Nc3ccccc32)nnc1-c1ccoc1C,0.3,-1,-6,-16,0.3,9%,0.24,0.9,10
Cc1ccccc1OC(=O)CCC(=O)OCCCC(F)(F)C(F)(F)F,0.66,0,9,3,0.5,3%,-0.17,0.9,16
COC(=O)c1nc(NC(C)=O)n[nH]1,-0.12,0,13,-10,nt,7%,-0.79,0.9,6
COc1ccc(CCNC(=O)CSc2nncn2N)cc1OC,-0.12,-3,-11,10,0.14,3%,0.23,1,9
COC(=O)c1c(C)[nH]c(C(=O)COC(=O)Cc2ccc3c(c2)OCCO3)c1C,-0.14,-2,13,-8,-0.41,8%,-0.12,1,14
COCC(C)n1c(COc2ccccc2F)nnc1SCc1c(C)noc1C (configuration not stated),0.28,1,-9,-7,-0.31,11%,-0.47,0.9,21
CCOC(=O)N1CCN(S(=O)(=O)c2ccc(OC)c(Cl)c2)CC1,-0.39,2,-4,-14,0.4,6%,-0.015,0.9,1
Cc1sc2ncnc(Oc3ccc(-n4ccnc4)cc3)c2c1C,0.0086,5,22,-22,nt,3%,0.55,0.9,1
CCc1cc(=O)n2[nH]c(C)c(-c3ccccc3OC)c2n1,0.085,4,-3,4,-1.6,3%,0.21,0.8,0
